# G9a inh – qHTS Assay for Inhibitors of Histone Lysine Methyltransferase G9a; Histone-lysine N-methyltransferase EHMT2 (Homo sapiens), Q96KQ7; G9a H3K9 monomethylation, AlphaScreen, 2 h; Potency, µM (doses to about 102 µM), for the others: at the highest dose activity, negative = inhibition, hits mostly inhibitors; actives 8.8% (n = 350,000); further: on the % scale 0 is the no-effect control and ±100 the full control effect; nearly all actives have a fitted effect of over 75% in size
#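 Methyltransferase reactions run at room temperature for 2 h (20 nM enzyme, 500 nM biotin-H3K9 peptide, 20 uM SAM) after a 15 min compound preincubation; product detected by AlphaScreen beads and anti-H3K9me1 antibody.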
# Pin1 inh – qHTS Assay to Find Inhibitors of Pin1. Peptidyl-prolyl cis-trans isomerase NIMA-interacting 1 (Homo sapiens), Q13526. Pin1 FP peptide displacement, HiFluor488, 10 min. Potency, µM (highest dose often 115 µM), for the others: top-dose activity, negative = inhibition, most hits filed as inhibitors. actives 0.009% (n = 390,000). AID 504891, 2011; active means well fitted inhibition curve with a large enough effect in the polarisation, with a control signal flat, not every such curve was filed as active; inconclusive means small, poorly fitted or top-dose-only effect, or effect the other way, or a change in a side signal; inactive means no such curve, though single readings can be large or run the other way; the % refers to the polarisation; further: on the % scale 0 is the no-effect control and ±100 the full control effect
# PGK inhibitor – qHTS Assay to Find Inhibitors of Phosphoglycerate Kinase; Phosphoglycerate kinase, glycosomal (Trypanosoma brucei brucei), P07378; PGK/GAPDH coupled, Kinase-Glo luminescence, 60 min; Potency, µM (top dose mostly 57.5 µM), inactives show at the highest dose activity change, negative = inhibition, most hits filed as inhibitors; actives 0.043% (n = 380,000); AID 602233, 2012; further: on the % scale 0 is the no-effect control and ±100 the full control effect; nearly all actives have a fitted effect of over 60% in size
#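 Luminescent ATP detection (Kinase-Glo Plus) follows a 60-minute room-temperature incubation, with wells lacking PGK as controls. Buffer: 100 mM TEA (pH 7.6), 5 mM MgCl2, 0.01% Tween-20. Coupling enzyme GAPDH (100 nM final) supplies unstable 1,3-BPG in-well.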
# GLS inh – qHTS for Inhibitors of Glutaminase (GLS); Glutaminase kidney isoform, mitochondrial (Homo sapiens), O94925; GLS enzymatic activity, qHTS titration; Potency, µM (titrated, usually from 45.5 µM), inactives show at the top dose activity change, negative = inhibition, most hits filed as inhibitors; actives 0.21% (n = 410,000); further: on the % scale 0 is the no-effect control and ±100 the full control effect
#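 Human kidney-isoform GLS in 45 mM KH2PO4 pH 8.2, 0.02% Tween-20, with compound, started with 1mM L-Glutamine (added stock). Glutamate oxidase/HRP/Amplex red coupled fluorescence read at start and after 30 min at RT.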
# Pol iota inh – qHTS for Inhibitors of Polymerase Iota; DNA polymerase iota (Homo sapiens), Q9UNA4; AID 588590, 2011; actives 1% (n = 390,000); Pol iota fluorescent replication assay, 10 min; Potency, µM (titrated, usually from 115 µM), for the others: at the top dose activity, negative = inhibition, usual class: inhibitors
#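 Fluorescent replication assay read twice, at 0 min and 10 min after adding 50 nM (final) substrate. Enzyme (10 nM) and compounds were first incubated 15 min at room temperature; enzyme-free buffer wells were negative controls.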
# BLM inh – qHTS Assay for Inhibitors of Bloom's syndrome helicase (BLM); RecQ-like DNA helicase BLM (Homo sapiens), P54132; AID 2528, 2010; recombinant BLM DNA unwinding, fluorescence dequenching; actives 0.2% (n = 350,000); Potency, µM (titrated, usually from 56.1 µM), for inactives: at the highest dose activity change, negative = inhibition, most hits filed as inhibitors;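 further: plate controls were vehicle for no effect and no enzyme for full effect; nearly all actives have a fitted effect of over 35% in size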
# HP1b binding inh – HTS for Inhibitors of HP1-beta Chromodomain Interactions with Methylated Histone Tails; Chromobox protein homolog 1 (Homo sapiens), P83916; AlphaScreen HP1-beta / biotin-H3K9me3 peptide binding; actives 0.56% (n = 390,000); Potency, µM (doses to about 114 µM), inactives show at the highest dose activity change, negative = inhibition, usual class: inhibitors; further: nearly all actives have a fitted effect of over 70% in size; inactives centre near 23
#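 HP1-beta protein (50 nM final) preincubated 30 min at room temperature with biotinylated H3(1-18)K9me3 peptide (50 nM) in PBS pH 7.4, 0.01% Tween-20, then compound added for 30 min. AlphaScreen streptavidin donor/nickel chelate acceptor beads (10 ug/mL final), 30 min dark, luminescence read.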
# BAZ2B inh – qHTS Assay for Inhibitors of BAZ2B | Bromodomain adjacent to zinc finger domain protein 2B (Homo sapiens), Q9UIF8 | AlphaScreen BAZ2B-H3K14Ac peptide displacement | Potency, µM (top dose mostly 114 µM), for the others: top-dose activity change, negative = inhibition, hits mostly inhibitors | actives 4.4% (n = 360,000) | AID 504333, 2011; further: on the % scale 0 is the no-effect control and ±100 the full control effect; nearly all actives have a fitted effect of over 60% in size
#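 AlphaScreen displacement: compounds (up to 110uM) incubated 30 min at room temperature with a preformed 50 nM BAZ2B/50 nM biotinylated H3K14Ac peptide complex in PBS pH 7.4 with Tween-20. Donor and acceptor beads at 10 ug/mL final added, 20 min light-protected before reading.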
# JMJD2A Tudor – qHTS Assay for Inhibitors of JMJD2A-Tudor Domain; actives 4.4% (n = 390,000); Lysine-specific demethylase 4A (Homo sapiens), O75164; Potency, µM (titrated, usually from 114 µM), for inactives: at the highest dose activity change, negative = inhibition, hits mostly inhibitors; AlphaScreen JMJD2A-Tudor / H3K4me3 peptide binding; further: on the % scale 0 is the no-effect control and ±100 the full control effect; nearly all actives have a fitted effect of over 50% in size
# An asterisk follows results filed as active; i = inactive; ? = inconclusive; . = not tested or not shown; [ ] = dose if it differs, or a comment. Unless noted, the call rests on the fitted dose curve; in most records, active means well fitted curve in the direction sought with a large enough effect; inconclusive means small, poorly fitted or top-dose-only effect, or another doubt; inactive means no such curve, though single readings can be large; an effect the other way counts as inactive or inconclusive. Potency means the concentration at half of the fitted maximal effect. The list is partial (hit frequency here may not be typical).
G9a inh | Pin1 inh | PGK inhibitor | GLS inh | Pol iota inh | BLM inh | HP1b binding inh | BAZ2B inh | JMJD2A Tudor | SMILES
-27.4%[59 µM] | -3.4% | i | 1.7% | 10.8% | -5.2% | 14.7% | -14.5% | -10.9% | Cc1cccc(N2CCN(c3ncnc4c3nc3n4CCCCC3)CC2)c1C
-28.2% | -1.9% | -0.4% | -0.5% | -10.5% | -8.3% | 26.1% | 29.6% | -17.7% | Cc1ccc(C(=O)O)cc1NC(=O)C1CCCN1S(=O)(=O)c1cccc2nsnc12 (stereo not given)
-1.7%[0.501 µM] | 10.4% | -0.1% | 8.3% | 5.8% | . | 14.7% | -3.5% | -11.0% | CC(C)CN(C(=O)COC(=O)Cc1c[nH]c2ccccc12)c1c(N)n(Cc2ccccc2)c(=O)[nH]c1=O
. | -1.0% | -1.8% | -4.0% | -5.8% | . | 33.4% | . | -7.6% | COc1ccc(CCNC(=O)CN2C(=O)NC3(CCCCC3C)C2=O)cc1 (stereo not given)
? | ? | . | -13.6% | -1.1% | -12.1% | 24.8% | 79.4µM* | ? | Cc1cc(C)n(-c2nc(Nc3ccccc3)nc(-n3nc(C)cc3C)n2)n1
. | -8.7% | -3.3% | 10.3% | 22.3% | -1.6% | 23.5% | ? | -29.9% | Cc1ccc(Cl)cc1NC(=S)NN
50.1µM* | . | -1.0% | 23.7% | 4.8% | -13.2% | -22.1% | 56.2µM* | ? | COCCN1C(=O)/C(=C/c2ccc(OCc3ccc(C(=O)O)cc3)c(OC)c2)SC1=Nc1ccccc1
22.4% | 3.3% | -4.7% | -1.5% | -0.9% | 1.4% | 35.0% | 17.6% | -4.7% | COc1ccc(CCc2nnc(CCC(=O)N(C)Cc3ccncc3C)o2)cc1
? | -0.6% | -1.6% | -0.3% | -10.1% | -1.3% | 2.6% | ? | ? | O=C(CCN1CCN(Cc2ccccc2)CC1)Nc1ccc(OCc2ccccc2)cc1
-5.2%[12.7 µM] | -1.4% | i | 0.3% | 9.7% | . | 27.1% | -0.3% | -4.1% | O=C(COC(=O)/C=C/c1ccccc1)NCc1cccs1
-31.1%[59 µM] | 28.3% | -0.3% | -1.0% | -14.8% | 1.7% | 30.6% | -14.3% | -1.0% | Cc1ccc2c(c1)N(C(=O)CCC(=O)NCc1cccs1)CC(C)O2 (stereo not given)
11.0%[12.7 µM] | 9.0% | i | -4.5% | 32.7%[activator] | . | 35.4% | -0.4% | -12.9% | Cc1cccc(OCC(=O)N(C)c2c(N)n(Cc3ccccc3)c(=O)[nH]c2=O)c1C
50.1µM* | -9.3% | -3.1% | -0.6% | 10.6% | 0.1% | 17.7% | -3.3% | 50.1µM* | COC(=O)c1[nH]c(C)c(/C(O)=C2\C(=O)C(=O)N(CCN3CCOCC3)C2c2ccccc2OC)c1C (stereo not given)
9.6%[59 µM] | 4.6% | 9.7% | -9.3% | 2.7% | -5.0% | 22.7%[57 µM] | 9.2% | -4.5% | COc1ccccc1C(=O)Nc1cc(-c2cccc(Br)c2)nn1-c1ccccc1
39.2%[59 µM] | -8.3% | i | 9.4% | 25.0% | 0.3% | 6.8% | 31.4%[activator] | -10.3% | COc1cc(C(=O)NCCOc2ccccc2C)c(Br)c(OC)c1OC
6.2%[59 µM] | 5.9% | -7.5% | -7.4% | 12.9% | 2.2% | 5.6% | -2.3% | -11.6% | COC(=O)c1ccc(NC(=O)NCCn2nnc3cc(S(=O)(=O)N(C)C)ccc32)cc1
13.1%[59 µM] | ? | -2.4% | -4.3% | ? | 1.1% | 10.4% | -9.8% | -11.8% | COc1ccc(-c2cc(C#N)nc(Oc3ccc(Cl)cc3)n2)cc1
-29.5% | ? | -3.9% | -9.9% | 32.8%[activator] | . | 28.5% | 8.2% | 9.5% | Cc1ccc(NC(=O)C2CCN(S(=O)(=O)c3ccc(Cl)c(C(F)(F)F)c3)CC2)nc1
50.1µM* | -1.6% | 2.3% | -5.2% | 3.0% | 0.4% | 51.8%[activator] | -25.6% | -12.2% | COCCN(CCOC)Cc1cc(=O)oc2cc3c(cc12)CCC3
0.8% | -7.2% | -7.2% | -2.6% | 99.2%[activator] | -2.8% | 7.2% | 7.9% | -1.4% | CCC(C)[C@@H]1NC(=O)N(CCCN2CCCC2=O)C1=O (stereo not given in full)
7.3% | 9.2% | -3.5% | 1.9% | -14.8% | 2.7% | 38.6% | 1.5% | -2.4% | COc1ccccc1CNC(=O)COc1ccc(C)nc1[N+](=O)[O-]
-2.5%[59 µM] | 19.7% | -2.7% | -7.6% | ? | -9.1% | 18.4% | -13.7% | -15.7% | COc1ccc2oc(-c3ccc(C)c(NC(=O)COc4cc(C)cc(C)c4)c3)nc2c1
? | -26.3% | 2.8% | 33.8%[activator] | -9.6% | -2.1% | 19.6% | 7.9% | -4.2% | Cc1ccc2c(c1)C(=O)CCN2
? | 0.8% | -0.8% | 18.9% | 6.4% | 0.7% | 26.0% | -19.3% | -13.9% | CCC(=O)Nc1nc2c(s1)COc1ccccc1-2
9.5%[59 µM] | 7.2% | -1.3% | -5.1% | 13.1% | -3.9% | 12.9% | -6.1% | -9.2% | COc1cccc(-n2c(=O)c3sccc3n(Cc3cc(=O)n4cc(Cl)ccc4n3)c2=O)c1
15.6%[0.501 µM] | -1.6% | -6.9% | 2.7% | 20.8% | . | 7.2% | -6.7% | -10.3% | Cc1ccc(S(=O)(=O)CCC(=O)NCc2ccccc2F)cc1
. | -2.8% | 11.7% | -1.6% | -0.8% | -6.6% | 40.6%[activator] | -3.6% | -2.3% | CCn1cc(C(=O)N[C@@H](C)C(=O)NCCCN2CCOCC2)c(=O)c2cc3c(cc21)OCO3
-2.5%[59 µM] | 0.8% | . | -2.9% | 7.4% | -5.9% | 12.8% | 6.9% | -19.3% | COc1ccc(NC(=O)c2csc3c2CCCCC3)cc1
-1.6%[59 µM] | -1.5% | 1.0% | 1.0% | 7.3% | 1.1% | 24.2% | 5.9% | -6.0% | O=C(N/N=C/c1cn(-c2ccccc2)nc1-c1cc2ccccc2o1)c1ccncc1
. | -2.5% | 4.6% | 29.5% | 55.1%[activator] | -3.6% | 31.7% | 3.7% | -1.7% | COc1ccc(CN2C(=O)CSC2c2ccncc2)cc1 (stereo not given)

# The final 5 records of the part above lead into the next.
G9a inh | Pin1 inh | PGK inhibitor | GLS inh | Pol iota inh | BLM inh | HP1b binding inh | BAZ2B inh | JMJD2A Tudor | SMILES
15.6%[0.501 µM] | -1.6% | -6.9% | 2.7% | 20.8% | . | 7.2% | -6.7% | -10.3% | Cc1ccc(S(=O)(=O)CCC(=O)NCc2ccccc2F)cc1
. | -2.8% | 11.7% | -1.6% | -0.8% | -6.6% | 40.6%[activator] | -3.6% | -2.3% | CCn1cc(C(=O)N[C@@H](C)C(=O)NCCCN2CCOCC2)c(=O)c2cc3c(cc21)OCO3
-2.5%[59 µM] | 0.8% | . | -2.9% | 7.4% | -5.9% | 12.8% | 6.9% | -19.3% | COc1ccc(NC(=O)c2csc3c2CCCCC3)cc1
-1.6%[59 µM] | -1.5% | 1.0% | 1.0% | 7.3% | 1.1% | 24.2% | 5.9% | -6.0% | O=C(N/N=C/c1cn(-c2ccccc2)nc1-c1cc2ccccc2o1)c1ccncc1
. | -2.5% | 4.6% | 29.5% | 55.1%[activator] | -3.6% | 31.7% | 3.7% | -1.7% | COc1ccc(CN2C(=O)CSC2c2ccncc2)cc1 (stereo not given)
-1.9%[12.7 µM] | -1.3% | -9.3% | -0.2% | 43.0%[activator] | 1.6% | 30.0% | -27.6% | -11.3% | c1ccc(CNc2ncnc3scc(-c4cccs4)c23)nc1
. | -1.7% | i | -9.2% | 6.5% | . | 21.0% | . | -13.5% | COc1ccc(C)cc1NC(=O)c1cc(C2CC2)nc2c1c(C)nn2C1CCS(=O)(=O)C1 (stereo not given)
-14.0%[59 µM] | -1.5% | -4.3% | 3.6% | 0.4% | -5.2% | 3.5% | -2.5% | -26.4% | Cc1ccc(S(=O)(=O)NCCC(=O)NCCN2CCCCCC2)cc1
-2.5%[59 µM] | -11.4% | -10.9% | -3.6% | 10.9% | -0.3% | 62.7%[activator] | 7.5% | -14.5%[57.1 µM] | COc1cccc(NC(=O)CSc2nnc(-c3ccoc3C)n2CC2CCCO2)c1 (stereo not given)
31.8%[59 µM] | -3.7% | -2.1% | 14.0% | -4.3% | -2.9% | 35.2% | -14.4% | -15.9% | Cc1ccc(C(=O)CSc2nnc(CNc3ccc(F)cc3)o2)cc1
-4.9%[0.501 µM] | 0.0% | -4.7% | 0.8% | ? | . | 16.6% | -18.9% | -11.5% | Cc1ccc(C(=O)N(C)CC(=O)Nc2cccc(F)c2)cc1S(=O)(=O)N1CCCCC1
? | 3.0% | 9.6% | 7.9% | 46.1%[activator] | -1.0% | 22.3% | -8.4% | -16.1% | COCCN(C(=O)CSc1nc2ccc(C)cc2[nH]1)c1c(N)n(Cc2ccccc2)c(=O)[nH]c1=O
31.7%[12.7 µM] | -4.5% | -0.4% | 11.1% | 22.4% | -7.2% | 60.2%[activator] | -0.1% | -2.1% | COc1ccc(-c2noc(COc3ccc4ccccc4c3Br)n2)cc1OC

# Assay outcomes: PubChem BioAssay, National Center for Advancing Translational Sciences (NCATS)
